# D2 potentiator: positive allosteric modulators of human D2 dopamine receptor | HEK293 T-REx D2, calcium flux, EC20 dopamine potentiation | P14416 | potentiation, % at 10 µM | 0.34% of 340,000 active;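 active = potentiation over 3 SD above the plate norm, cut at about 30% in these data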; note: 0% is about no effect
# Target sequence (P14416 whole entry, looked up): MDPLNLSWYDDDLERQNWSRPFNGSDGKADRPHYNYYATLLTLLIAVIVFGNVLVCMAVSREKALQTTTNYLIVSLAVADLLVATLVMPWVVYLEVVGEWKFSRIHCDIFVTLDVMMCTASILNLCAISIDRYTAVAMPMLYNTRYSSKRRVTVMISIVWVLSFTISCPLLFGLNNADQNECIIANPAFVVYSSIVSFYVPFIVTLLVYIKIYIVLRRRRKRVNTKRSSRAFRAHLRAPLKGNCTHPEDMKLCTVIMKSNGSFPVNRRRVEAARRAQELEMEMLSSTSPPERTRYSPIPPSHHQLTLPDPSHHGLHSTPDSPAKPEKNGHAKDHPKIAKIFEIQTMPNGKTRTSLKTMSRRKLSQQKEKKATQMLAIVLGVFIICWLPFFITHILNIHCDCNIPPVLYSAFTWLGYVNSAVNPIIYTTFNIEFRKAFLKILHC
#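 Calcium flux readout, no-wash dye, 1 read/s. Inducible HEK293 Trex D2 line, overnight 30 C. Compound alone 180 s (agonist flags), then EC20 dopamine, another 180 s to score potentiation.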
# RXFP1 ag: RXFP1 (human) receptor agonism; Q9HBX9; Potency, µM (highest dose often 57.5 µM), inactives show top-dose activation, most hits filed as activators; HEK293T-RXFP1 cAMP TR-FRET, 30 min; response scale: percent of porcine relaxin response, buffer zero; 0.3% of 370,000 active; note: potency is the fitted concentration of half-maximal effect; % is set by controls: 0 for no effect and ±100 for the full control effect; nearly all actives have a fitted effect of over 60% in size; many of its hits are not listed in these tables
#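 Agonist response is measured as cAMP accumulation in an RXFP1-transfected HEK293T line under PDE4 inhibition. Values are scaled between buffer-only and 29 nM porcine relaxin, and EC50s come from standard Hill equation fits.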
# D1 PAM: human D1 dopamine receptor positive modulation; P21728; HEK293 TREx D1 cells, calcium flux, dopamine EC20 potentiation; potentiation, % at 10 µM; 0.036% of 360,000 active; in the data active = potentiation above about 30%; note: 0% is about no effect
# Target sequence (P21728 whole entry, looked up): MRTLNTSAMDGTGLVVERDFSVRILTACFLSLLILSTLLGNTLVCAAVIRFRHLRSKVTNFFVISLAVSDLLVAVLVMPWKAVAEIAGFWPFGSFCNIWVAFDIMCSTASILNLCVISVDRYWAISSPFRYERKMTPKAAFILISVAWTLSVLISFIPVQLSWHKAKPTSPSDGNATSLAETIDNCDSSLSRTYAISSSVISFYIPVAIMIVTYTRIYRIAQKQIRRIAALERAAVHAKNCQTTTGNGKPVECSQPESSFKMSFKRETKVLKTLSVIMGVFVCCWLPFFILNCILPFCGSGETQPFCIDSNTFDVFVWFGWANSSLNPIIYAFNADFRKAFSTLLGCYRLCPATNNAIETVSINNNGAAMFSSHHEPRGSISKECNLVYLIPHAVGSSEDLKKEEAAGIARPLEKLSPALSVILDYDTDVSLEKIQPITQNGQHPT
# Vif-A3G inh: blocks the Vif interaction with human APOBEC3G. Potency, µM (top dose mostly 46.1 µM), without a hit: at the top dose activity, negative = active, usual class: inhibitors. HeLa A3G-eYFP + Vif (tagged APOBEC3G with the HIV-1 protein that degrades it), YFP fluorescence, overnight. 0.076% of 410,000 active;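 note: potency is the fitted concentration of half-maximal effect; % is set by controls: 0 for no effect and ±100 for the full control effect; nearly all actives have a fitted effect of over 60% in size; hits raise eYFP signal because A3G escapes Vif-driven loss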
#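 HeLa cells stably expressing Vif and C-terminally eYFP-tagged A3G, seeded overnight at 37 deg C, then exposed to compound by pintool overnight at 37 deg C. Rise in yellow fluorescence (Ex 488/Em 500-530, Acumen) marks blocked Vif-driven A3G degradation.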
# Vif-APOBEC3F blk: blocks the Vif interaction with APOBEC3F; Potency, µM (series often up to 46.1 µM), without a hit: at the top dose activity, negative = active; 0.2% of 390,000 active; HeLa A3F-eYFP + Vif (tagged APOBEC3F with the HIV-1 protein that degrades it), YFP fluorescence increase; note: potency is the fitted concentration of half-maximal effect; % of control where 0% means no effect; nearly all actives have a fitted effect of over 65% in size
#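 Fluorescence increase (Ex 488/Em 500-530) after overnight compound treatment at 37 deg C flags inhibition of Vif-driven A3F-eYFP loss in stable HeLa A3F-eYFP/Vif cells seeded overnight beforehand.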
# D1 antagonist: blocks dopamine activation of the human D1 receptor. HEK293 TREx D1 cells, calcium flux, dopamine EC80; stronger effect = lower value. P21728. activity change, negative = inhibition, % at 10 µM. 3.2% of 360,000 active; in the data active = activity change below about -30%; note: % is set by controls: 0 for no effect and ±100 for the full control effect
#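 Tetracycline-induced HEK293 T-REx cells with force-coupled D1 receptor were loaded with a no-wash calcium dye. Compound was added after a 10 s baseline and read kinetically for 180 s; EC80 dopamine was then added and calcium flux followed another 180 s.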
# GRP78 ERSR act: ER stress response induction in glioma; 0.02% of 420,000 active; U87-MG GRP78 promoter luciferase reporter, 16 h; AID 602332; Potency, µM, inactives show top-dose activation, actives largely listed as activators; note: potency is the fitted concentration of half-maximal effect; series mostly up to about 76 µM; % of control where 0% means no effect; nearly all actives have a fitted effect of over 35% in size
#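 ERSR induction read as luciferase luminescence (Bright-Glo, 10 min at room temperature) in stably transfected human U87-MG glioma cells exposed to compounds for 16 h, using GRP78 as sensor.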
# D1 ag: human D1 receptor agonism; HEK293 T-REx D1 cells, calcium flux, agonist mode; activation, % at 2 µM; 1% of 360,000 active; in the data active = activation above about 30%; note: 0% is about no effect
#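 Inducible HEK293 T-REx D1 cells, force-coupled to calcium signalling, were plated at 4000 cells/well with tetracycline and held overnight at 30 C. After no-wash calcium dye loading, compound-evoked calcium rise over 180 s flagged agonists.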
# RXFP1 antag: blocks the human relaxin receptor RXFP1 | activity change, negative = inhibition, % at 57.5 µM | HEK293-RXFP1, relaxin-stimulated cAMP HTRF, 30 min; stronger effect = lower value | Q9HBX9 | 0.59% of 350,000 active;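 active = activity change of -60% or lower, but not beyond a set lower limit; inconclusive = change between -60% and -40%, or beyond the set limit; inactive = change above -40%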; note: % is set by controls: 0 for no effect and ±100 for the full control effect
# Numbers without * were called inactive; u = inconclusive; x = not tested or not shown. Unless noted, calls come from the whole dose curve; as a rule, active = well fitted curve in the direction sought with a large enough effect; inconclusive = small, poorly fitted or top-dose-only effect, or another doubt; inactive = no such curve, though single readings can be large; an effect the other way counts as inactive or inconclusive. The list is partial; count on the stated rates, not on these rows.
SMILES,D2 potentiator,RXFP1 ag,D1 PAM,Vif-A3G inh,Vif-APOBEC3F blk,D1 antagonist,GRP78 ERSR act,D1 ag,RXFP1 antag
O=C(NCCCN1CCCC1=O)c1cccc(S(=O)(=O)N2CCN(c3ccc(F)cc3)CC2)c1,8,-4.0%,1,2%,8%,-2,-2%,2,-10
O=C(NCCCn1ccnc1)c1ccc(S(=O)(=O)N2CCOCC2)cc1,7,-1.0%,3,3%,-19%,31,-2%,-2,0
C[C@@H]1CN([C@H](C)CO)C(=O)CCCn2nncc2CO[C@H]1CN(C)C(=O)Cc1ccccc1,x,x,x,4%,7%,x,-1%,x,2
CCC(C)(C)NC(=O)C(c1ccccn1)N(C(=O)c1csnn1)C1CCCCC1 (stereo not given),8,-4.0%,-4,2%,0%,-3,-2%,1,-4
CC(=O)Nc1c(O)[nH]c2ccccc12,14,0.5%,-2,0%,0%,-7,-4%,1,-15
Cc1ccc(NC(=O)c2ccc(F)c(S(=O)(=O)N3CCOCC3)c2)cc1F,6,0.1%,-1,1%,-6%,-22,9%,3,-13
COc1cc(NCCCCC(C)N)c2nccc(C)c2c1 (stereo not given),x,x,x,-12%,0%,x,-6%,x,1
O=C(Nc1cccc(F)c1)c1sc(Cl)nc1-c1ccccc1,5,14%,0,0%,6%,-36*,-2%,4,-8
COc1ccc(CNC(=O)C(NS(=O)(=O)c2ccc3c(c2)CCCN3C(C)=O)C(C)C)cc1 (stereo not given),10,1.4%,-9,1%,-10%,8,-2%,1,3
O=C(CN(C(=O)c1csnn1)c1cccc2c1CCCC2)NCc1ccccc1,-4,1.5%,-11,3%,1%,1,-4%,4,-1
COCc1[nH]nc2c1C(c1ccccc1Cl)C(C#N)=C(N)O2 (stereo not given),-1,0.8%,0,-2%,-9%,6,1%,-2,-1
Cc1ccc(CNC(=O)C2CCCN(C(=O)N(C)C)C2)cc1 (stereo not given),6,0.2%,-6,-1%,0%,-10,-3%,0,-5
CC(=O)N(c1ccc(C)cc1)S(=O)(=O)c1ccc(Cl)cc1,0,-0.7%,2,-8%,-6%,2,-1%,0,-4
N/C(=N\OC(=O)c1cccs1)c1ccccc1,-2,-0.8%,-8,-16%,-4%,-8,12%,2,2
CC(=O)c1cccc(CN2CCCC(CCC(=O)NCc3ccccc3F)C2)c1 (stereo not given),-6,1.5%,-4,1%,4%,4,-9%,2,3
COc1cc(OC)cc(C(=O)c2c(C)c(C#N)c3ccccn23)c1,-1,5.8%,5,u,-11%,19,0%,1,5
c1ccc(-c2nccnc2-c2ccccc2)cc1,2,0.0%,1,2%,-12%,9,-5%,2,-4
N#C/C(=C\c1ccncc1)c1nc2ccccc2[nH]1,3,-0.2%,4,u,u,-11,3%,5,7
Cc1cc(C)n2ncc(C(=O)Nc3cccc(O)c3)c2n1,15,-0.2%,-1,-5%,-1%,16,-1%,4,2
CCOc1ccc(-c2cc3nc(C4CCN(C(=O)OC(C)(C)C)CC4)c(C(=O)Nc4cc(OC)ccc4OC)cn3n2)cc1,14,-0.3%,4,-1%,-6%,-6,-3%,-1,-4
C/C(=N\OC(=O)c1ccc(Cl)cc1)c1sc(-c2ccccc2)nc1C,-8,1.9%,-5,2%,4%,-1,6%,2,x
O=C1CCCC2=C1C(c1ccc(OS(=O)(=O)c3ccc(Cl)cc3)cc1)C1=C(CCCC1=O)O2,15,-0.1%,-4,0%,-4%,10,-4%,2,-3
O=C1CN(C(=O)CN2CCN(S(=O)(=O)c3ccccc3F)CC2)c2ccccc2N1,x,x,x,2%,1%,x,-2%,x,-5
CC(=O)N1CCc2cc(S(=O)(=O)NC(CC(C)C)C(=O)Nc3ccc4c(c3)OCCO4)ccc21 (stereo not given),16,0.6%,6,1%,-4%,-14,-5%,4,-14

# Entries of single compounds, looked up by structure. Order of screens: D2 potentiator, RXFP1 ag, D1 PAM, Vif-A3G inh, Vif-APOBEC3F blk, D1 antagonist, GRP78 ERSR act, D1 ag, RXFP1 antag
# Cc1cc(C)n2ncc(C(=O)Nc3cccc(O)c3)c2n1 in the list: 15, -0.2%, -1, -5%, -1%, 16, -1%, 4, 2
# N/C(=N\OC(=O)c1cccs1)c1ccccc1 in the list: -2, -0.8%, -8, -16%, -4%, -8, 12%, 2, 2

# (more compounds)
SMILES,D2 potentiator,RXFP1 ag,D1 PAM,Vif-A3G inh,Vif-APOBEC3F blk,D1 antagonist,GRP78 ERSR act,D1 ag,RXFP1 antag
CC(C)(C)c1ccc(C(=O)NCC(=O)N/N=C/c2cccnc2)cc1,14,-2.3%,-3,1%,-4%,-9,-4%,-3,1
O=C(O)CN1CCN(Cc2ccc(Cl)cc2)C1=O,-9,-0.1%,3,1%,1%,3,-4%,2,-6
COC(=O)C1=C(C)N(CCc2ccccc2)C(=O)C1(NS(=O)(=O)c1ccc(NC(C)=O)cc1)C(F)(F)F (stereo not given),5,1.5%,-3,0%,1%,x,-2%,-2,7
COc1cccc(CN2CCN(C3CCOCC3)CC2CCO)c1 (stereo not given),-4,-2.5%,-5,0%,-13%,10,-1%,3,0
CC(C)(C)c1ccc(C(=O)NCC(=O)N/N=C/c2ccccc2OCC(=O)O)cc1,x,0.5%,-3,1%,-13%,-15,-3%,1,-10
COc1cnn(-c2cc(Oc3ccc(C)cc3)ncn2)c(=O)c1Cl,-2,2.5%,-3,1%,-4%,-3,1%,2,8
CC(C(=O)N1CCc2ccccc2C1)N1C(=O)c2ccccc2C1=O (stereo not given),-7,3.4%,-3,-2%,9%,0,-3%,0,5
CC(=O)N1CCOc2ccc(S(=O)(=O)N3CC(C)CC(C)C3)cc21 (stereo not given),-17,1.0%,-1,2%,-19%,2,-2%,4,2
N#Cc1c(-c2cccnc2)c2c([nH]c1=S)CCCC2,0,4.7%,1,2%,-3%,-9,-4%,0,-25
Cc1ccc(NC(=O)CN(C)Cc2cccs2)cc1Cl,1,9.4%,-2,-4%,3%,6,2%,-3,-10
CCOC(=O)c1ccc(N2C(=O)c3n[nH]c(-c4cccs4)c3C2c2ccc(CC)cc2)cc1 (stereo not given),13,1.0%,5,-21%,1%,33,u,11,-35
COc1ccc(/C=C\c2onc(C)c2S(=O)(=O)N2CCC(C(=O)Nc3cccc(OC)c3)CC2)cc1,-18,-1.2%,0,4%,-3%,-1,-3%,10,15

# 3 records drawn at random from the list so far, as already listed:
SMILES,D2 potentiator,RXFP1 ag,D1 PAM,Vif-A3G inh,Vif-APOBEC3F blk,D1 antagonist,GRP78 ERSR act,D1 ag,RXFP1 antag
COC(=O)C1=C(C)N(CCc2ccccc2)C(=O)C1(NS(=O)(=O)c1ccc(NC(C)=O)cc1)C(F)(F)F (stereo not given),5,1.5%,-3,0%,1%,x,-2%,-2,7
CC(=O)N1CCOc2ccc(S(=O)(=O)N3CC(C)CC(C)C3)cc21 (stereo not given),-17,1.0%,-1,2%,-19%,2,-2%,4,2
COc1cccc(CN2CCN(C3CCOCC3)CC2CCO)c1 (stereo not given),-4,-2.5%,-5,0%,-13%,10,-1%,3,0

# Filtered by structure: those above with a thiophene ring, fused or not (three)
SMILES,D2 potentiator,RXFP1 ag,D1 PAM,Vif-A3G inh,Vif-APOBEC3F blk,D1 antagonist,GRP78 ERSR act,D1 ag,RXFP1 antag
N/C(=N\OC(=O)c1cccs1)c1ccccc1,-2,-0.8%,-8,-16%,-4%,-8,12%,2,2
Cc1ccc(NC(=O)CN(C)Cc2cccs2)cc1Cl,1,9.4%,-2,-4%,3%,6,2%,-3,-10
CCOC(=O)c1ccc(N2C(=O)c3n[nH]c(-c4cccs4)c3C2c2ccc(CC)cc2)cc1 (stereo not given),13,1.0%,5,-21%,1%,33,u,11,-35

# Carrying on.
SMILES,D2 potentiator,RXFP1 ag,D1 PAM,Vif-A3G inh,Vif-APOBEC3F blk,D1 antagonist,GRP78 ERSR act,D1 ag,RXFP1 antag
O=C(CCc1nnc(CCCc2ccccc2)o1)NCCN1CCOC1=O,-3,-0.2%,-2,-10%,0%,-4,7%,3,3
COc1ccc(-c2csc(NC(=O)CN3C(=O)CCC3=O)n2)cc1,x,1.4%,-7,1%,-3%,0,-2%,0,-4
COc1cc(OC)c(NC(=O)CCNC(=O)Cn2ccc3ccccc3c2=O)cc1Cl,x,0.7%,x,1%,3%,x,-7%,x,-13
Cc1nn2c(N3CCN(C(=O)c4ccco4)CC3)cc(C(C)(C)C)nc2c1-c1ccc(Cl)cc1,11,-0.3%,1,x,x,-23,x,0,x
CC1=C(C(=O)Nc2ccc(Cl)cc2)C(c2ccccc2F)n2nc(SCc3cccc(Cl)c3)nc2N1 (stereo not given),15,-2.5%,2,5%,1%,-6,-1%,1,x
COc1ccc(C(NC(=O)C(C)C)c2c(O)ccc3ccccc23)cc1OC (stereo not given),5,-0.3%,28,-7%,-11%,11,-3%,1,-14
CC(C)C1CC(C(F)(F)F)n2nc(C(=O)O)cc2N1 (stereo not given),2,3.0%,2,-1%,u,5,-1%,2,2
CCOC(=O)C1(CCCc2ccccc2)CCN(C(=O)C2=C(C)OCCO2)CC1,-8,1.6%,-3,-1%,1%,-9,-1%,4,-7
O=C(c1cc2ccccc2o1)N1CCN=C1SCc1cccc(F)c1,24,0.1%,x,3%,-9%,-5,-3%,0,x
Cc1ccc2c(c1)NC(=O)C(CC(=O)N(C)Cc1ccccc1)O2 (stereo not given),1,2.4%,x,-7%,2%,7,-1%,0,-17
O=C1CN(C(=O)c2c(F)cccc2F)C(c2ccc(F)cc2)c2cc(F)ccc2N1 (stereo not given),10,-0.4%,6,-3%,1%,26,-3%,9,4
O=C(CNS(=O)(=O)c1ccc([N+](=O)[O-])cc1)N/N=C/c1ccc(O)cc1O,16,2.0%,4,-3%,17%,1,3%,9,5
Cc1c(NS(=O)(=O)c2cccs2)cccc1-c1nc2cccnc2s1,4,6.3%,-2,-1%,2%,4,5%,3,8

# Marked active in D1 antagonist, of those listed so far:
mol	D2 potentiator	RXFP1 ag	D1 PAM	D1 antagonist	GRP78 ERSR act	D1 ag	RXFP1 antag
O=C(Nc1cccc(F)c1)c1sc(Cl)nc1-c1ccccc1	5	14%	0	-36*	-2%	4	-8

# Screening results: PubChem, National Center for Advancing Translational Sciences (NCATS)
